CDK5 p35 inh: inhibitors of human CDK5/p35 kinase, primary screen, biochemical, single concentration | Cyclin-dependent kinase 5 (Homo sapiens) + Cyclin-dependent kinase 5 activator 1 (Homo … | Recombinant CDK5/p35, ADP-Glo luminescence, 60 min | inhibition, % at 10 µM | 330,000 tested, 0.01% active | AID 488839, 2010;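 active = highest replicate inhibition of at least 50% and at least 75% of replicates reaching 50%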;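 also: plate controls were DMSO neutral control for no effect and GW8510 at 10 µM for full effect; many of its hits are not listed in these tables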
phage Ecoli inh: growth loss of phage-infected E. coli, primary screen, RecBCD inhibitor project, absorbance, with phage, HTS; inhibition, % at 11.9 µM; 360,000 tested, 0.26% active; in the data active = inhibition above about 11%
HTR5A ag: HTR5A agonists in luminescence cell assay, primary screen, counter-screen for OPRM1-OPRD1 heterodimer agonist project, full-deck HTS; 340,000 tested, 0.61% active; activation, % at 9.3 µM; 5-hydroxytryptamine receptor 5A (Homo sapiens), P47898; cell-based; in the data active = activation mostly above about 9.5%, no sharp cut-off; inactive = mostly below about 7.6%;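 also: 0% = cells with vehicle only and 100% = reference agonist; strong numbers were not always called active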
Target sequence (P47898 whole entry, looked up): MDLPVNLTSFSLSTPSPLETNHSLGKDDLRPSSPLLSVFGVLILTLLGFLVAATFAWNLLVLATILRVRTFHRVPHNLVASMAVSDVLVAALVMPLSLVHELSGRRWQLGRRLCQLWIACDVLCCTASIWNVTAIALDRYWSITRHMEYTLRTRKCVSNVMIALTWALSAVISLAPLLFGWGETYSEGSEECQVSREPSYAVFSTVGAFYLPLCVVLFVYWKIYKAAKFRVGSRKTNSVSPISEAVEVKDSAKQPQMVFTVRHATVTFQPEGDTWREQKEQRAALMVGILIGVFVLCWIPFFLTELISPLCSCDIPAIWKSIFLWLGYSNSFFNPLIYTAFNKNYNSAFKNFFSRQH
DAGLB inhibitor: DAGLB lipase inhibitors, primary screen, biochemical, fluorescence, HTS. Diacylglycerol lipase-beta (Homo sapiens), Q8NCG7. HEK293T DAGLB membrane lysate, EnzChek fluorogenic substrate. inhibition, % at 5.17 µM. 340,000 tested, 0.059% active. AID 504411, 2011; in the data active = inhibition above about 34%;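 also: 0% = enzyme with vehicle and 100% = wells lacking enzyme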
Target sequence (Q8NCG7 whole entry, looked up): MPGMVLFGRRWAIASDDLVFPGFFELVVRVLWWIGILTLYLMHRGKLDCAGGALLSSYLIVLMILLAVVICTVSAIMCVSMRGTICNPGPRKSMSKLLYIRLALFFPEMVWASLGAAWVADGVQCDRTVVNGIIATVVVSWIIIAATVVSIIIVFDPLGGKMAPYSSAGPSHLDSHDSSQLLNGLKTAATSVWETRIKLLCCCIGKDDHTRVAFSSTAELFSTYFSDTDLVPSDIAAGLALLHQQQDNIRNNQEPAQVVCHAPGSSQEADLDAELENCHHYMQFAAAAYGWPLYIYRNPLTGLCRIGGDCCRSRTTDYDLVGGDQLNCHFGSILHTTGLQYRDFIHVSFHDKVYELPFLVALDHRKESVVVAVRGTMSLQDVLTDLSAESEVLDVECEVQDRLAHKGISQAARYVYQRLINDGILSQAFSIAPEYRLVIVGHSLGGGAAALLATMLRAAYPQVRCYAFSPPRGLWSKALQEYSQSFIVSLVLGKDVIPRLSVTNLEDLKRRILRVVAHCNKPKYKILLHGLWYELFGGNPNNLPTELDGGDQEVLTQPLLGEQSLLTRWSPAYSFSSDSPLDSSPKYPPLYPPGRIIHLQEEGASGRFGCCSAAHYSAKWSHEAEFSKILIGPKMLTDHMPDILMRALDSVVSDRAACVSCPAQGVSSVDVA
HTR5A inv ag: HTR5A inverse agonists in luminescence cell assay, primary screen, counter-screen for OPRM1-OPRD1 heterodimer inverse agonist project, full-deck HTS; 5-hydroxytryptamine receptor 5A (Homo sapiens), P47898; HTR5A cell line, inverse agonism; inhibition, % at 9.3 µM; 340,000 tested, 0.083% active; AID 504634, 2011; in the data active = inhibition mostly above about 23%, no sharp cut-off; inactive = mostly below about 18%;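 also: 0% = cells with DMSO and 100% = no-cell wells with DMSO; some compounds called inactive have numbers as strong as hits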
Mot1-301 SUMO: yeast Mot1-301 growth rescue at high temperature, primary screen, SUMOylation pathway inhibitor project, S. cerevisiae, ATP luminescence, 38.5C; S. cerevisiae Mot1-301 growth rescue; percent above DMSO median, 100 means doubled; growth rescue, % at 18.8 µM; 320,000 tested, 1% active;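 active = every valid replicate shows activation above 250% relative to neutral control wells; inactive = the rest, any valid replicate at or below 250%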;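 also: OY570 slx delta 5 strain wells were the positive control but not used for scaling; some compounds called inactive have numbers as strong as hits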
PKA-R2B act: activators of PKA-R2B holoenzyme, primary screen, biochemical, fluorescence polarization, Cy5-IP20, human | activation, % at 11.4 µM | PKA-R2B holoenzyme dissociation; R2B truncated from residue 108, S112A mutant; 0% DMSO only, 100% 113 µM cGMP | 340,000 tested, 0.079% active;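 active = activation above a cutoff set at the mean over all compounds plus 3 SD, cut at about 18% in these data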;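 also: higher means more holoenzyme dissociation and a rise in polarization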
AddAB inh: growth inhibition of E. coli expressing H. pylori AddAB, primary screen, AddAB inhibitor project, absorbance; inhibition, % at 11.9 µM; 330,000 tested, 0.29% active; in the data active = inhibition above about 12%;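 also: 0% = vehicle wells of infected cells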
Tat transport: E. coli Tat export inhibitors, primary screen, MC4100, TorA-mCherry reporter, fluorescence, single point; 340,000 tested, 0.036% active; AID 488895, 2010; inhibition, % at 10 µM;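 active = mean replicate inhibition at least 50% and at least half of replicates individually reaching 50%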;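 also: exported cargo escapes ClpAP degradation while cytoplasmic cargo is degraded and loses fluorescence; 0% = median of neutral control wells and 100% = median of NaSCN control wells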
E coli growth: E. coli V3065 growth inhibition, primary screen, counter-screen for AddAB inhibitor project, absorbance, OD600 | 18 h | 330,000 tested, 0.27% active | inhibition, % at 11.9 µM;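 active = inhibition above the campaign's mean inhibition across all tested compounds plus 3 SD, cut at about 9.9% in these data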;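 also: uninfected addAB+ strain grown without phage in ampicillin broth; 0% = DMSO wells and 100% = ciprofloxacin 0.95 µg/ml wells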
PKA-R1A act: activators of PKA-R1A holoenzyme, primary screen, biochemical, fluorescence polarization, Cy5-IP20, bovine R1A, mouse PKAc | PKA-R1A dissociation; scaled: DMSO 0%, 113 µM cGMP 100% | activation, % at 11.4 µM | AID 504707, 2011 | 340,000 tested, 0.083% active;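 active = percent activation above the mean of all tested compounds plus 3 SD, cut at about 19% in these data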;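 also: higher means more PKAc released from R1A so a rise in polarization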
* marks the source's active call; other numbers are inactive results; nt = not tested or not shown; & = joins results of further samples. Some of the compounds tested. The share of hits here may be higher or lower than overall.

Order of values – CDK5 p35 inh, phage Ecoli inh, HTR5A ag, DAGLB inhibitor, HTR5A inv ag, Mot1-301 SUMO, PKA-R2B act, AddAB inh, Tat transport, E coli growth, PKA-R1A act
COc1ccc(C(=O)C2CN(C)CC2C(=O)c2ccc(OC)cc2)cc1 (centres undefined)
→ 0.3, 3.2, 5, 0, -14, 4, -4, 2.0, -4, -1.3, -1
O=C(Nc1ccccc1)c1cccn(Cc2ccccc2)c1=O
→ 1.2, 4.7, 1, -5, -2, -7, -1, 2.4, 5, 0.9, -4
CCCC[N+]1(C)C2CC(OC(=O)C(CO)c3ccccc3)CC1C1OC12 (centres undefined)
→ 0.3, 2.6, -3, 0, -16, 0, 8, -4.0, 11, -3.9, 3
CC(C)(C)c1o[nH]c(=O)c1CC(N)C(=O)O (centres undefined)
→ 0.1, 3.9, 0, 2, 1, 27, 2, -2.4, -7, 0.6, -5
CN1CC(Br)C(=O)NC1=O (centres undefined)
→ -1.2, 2.9, -1, 0, 3, nt, -3, nt, -6, nt, -4
O=C1C2CCN(CC2)C1Cc1ccc(OCCOc2ccccc2)cc1 (centres undefined)
→ 1.3, 2.6, -1, 5, 17, 10, -7, -1.3, -13, 0.1, -10
COc1ccccc1N1CCN(CCc2ccccc2)CC1
→ 0.4, 1.2, 12, -9, 5, 157, -7, 7.3, 6, 4.5, 1
Cc1nc2ccccc2c(=O)n1-c1ccc(Cl)c(Cl)c1
→ -0.4, 2.1, -2, 1, 9, -13, 0, 3.0, 1, 0.1, 1
CNC(=O)OCc1n(C)cc[n+]1C
→ nt, 3.8, 9, -1, 9, -28, 7, 0.5, -6, 0.1, -3
CN(C)C(=O)Oc1cc(OC(=O)N(C)C)cc(C(O)CNC(C)(C)C)c1 (centres undefined)
→ 0.5&1.9, 2.6&4.0, 2&14, 2&5, -19&-34, 4&4, 4&-4, -4.8&-3.8, -7&-2, -2.5&-1.6, -4&-6
Cc1cccnc1-n1c(-c2ccccc2)nc2ccccc2c1=O
→ 0.8, 0.2, 3, 1, 11, 1, -1, 0.7, -2, -2.8, 2
CCN1CCN(c2ccc([N+](=O)[O-])cc2C(=O)OC)CC1
→ 0.2, 5.0, nt, nt, nt, -15, nt, 1.9, 28, -0.2, nt
CN1C(=O)N(C)C(=O)C2(Cc3cc(NC(=O)c4ccccc4Cl)ccc3N3CCCC32)C1=O (centres undefined)
→ 0.3, -0.2, 4, 1, -4, -15, 8, 3.1, -5, 0.2, -12
CN1CCN(c2ccc([N+](=O)[O-])c(SCCO)c2)CC1
→ 1.2, 1.9, 3, 0, -12, 4, -1, 2.2, -8, 0.6, 9
COC(=O)C1=C(c2ccc3ccccc3c2)C[C@@H]2CC[C@H]1N2C(=O)NCc1ccc(C(F)(F)F)cc1
→ -0.3, 4.6, 0, -8, -14, 51, -4, 4.9, 30, -2.7, -10
CN(C)C(=O)NC(O)C(Cl)(Cl)Cl (centres undefined)
→ -0.4, 2.0, -3, 1, 12, 180, -1, 1.9, 0, -2.6, -10
CC1[C@H]2Cc3ccc(O)cc3[C@]1(C)CCN2C (some centres undefined)
→ -0.9, -0.8, 1, 0, -2, nt, -4, nt, -5, nt, 6
CN1CC(C(=O)c2ccc(F)cc2)C(c2c(F)cccc2Cl)C1 (centres undefined)
→ 0.1, 3.1, 4, -1, 4, -37, 2, -2.6, 6, -0.7, -17
Cc1ccc(C(=O)n2cc(CCN3CCS(=O)(=O)CC3)c3ccccc32)cc1
→ 0.1, 0.9, -4, 1, -3, -19, 1, 1.1, -4, 0.2, -6
COc1ccc2c(c1)c(C(=O)CN1CCN(C)CC1)c(C)n2Cc1ccccc1
→ 0.5, 3.1, 3, 2, -5, 6, -2, 2.1, 1, -2.5, -15
Cc1ccc2c(c1)C1CN(C)CCC1N2C(=O)c1ccco1 (centres undefined)
→ 1.2, 0.3, nt, -1, nt, 17, 8, 2.4, 1, -1.8, 4
COc1cccc2c1C(=O)c1c(O)c3c(c(O)c1C2=O)CC(O)(C(C)=NO)CC3OC1CC(N)C(O)C(C)O1 (centres undefined)
→ 3.3, 2.8, -2, -12, 6, nt, -8, nt, -9, nt, -8
O=C(NC(=S)N1C[C@H]2C[C@H](C1)c1cccc(=O)n1C2)c1ccc(Cl)cc1Cl
→ 2.6, 2.2, 1, -3, -23, 184, -7, 1.9, -5, -1.7, -13
CCCC(C)C1(CC)C(=O)NC(=Nc2ccc(OC)cc2)NC1=O (centres undefined)
→ -1.1, 3.8, -2, 3, 6, -9, -12, -2.8, 0, -0.7, 3
O=[N+]([O-])c1ccc(NCCCN2CCOCC2)nc1
→ -0.1, 3.3, 4, -1, -17, -8, -2, 3.8, 5, 1.0, -13
COC(=O)C1=CCCN(C)C1
→ -0.5, 2.2, 1, 1, -2, -7, -6, 1.1, 1, 2.4, 2
Cc1ccc(CC(=O)N2CCN(Cc3ccccc3)CC2)cc1
→ -1.5, 1.7, -2, -4, 6, 3, 0, 2.0, -8, 2.4, 0
CCCCn1c(O)c(C=NC2CCCCC2N)c(=O)[nH]c1=O (centres undefined)
→ -1.5, 3.2, -1, 1, 3, 151, -3, 2.9, -7, 0.2, 3
CCC(=NCc1cc(OC)cc(OC)c1)c1c(O)n(C2CCCCC2)c(=O)[nH]c1=O
→ -4.7, 1.5, 6, -3, -11, -3, 7, -1.4, -7, -0.8, 5
CC(C)Oc1cccc(C(=O)C2CCCN(Cc3ccon3)C2)c1 (centres undefined)
→ -2.4, 0.0, -2, 0, 5, -1, -8, 1.7, -2, -0.2, -14
Cn1c(O)c(Cc2cccc(Cl)c2Cl)c(=O)n(C)c1=O
→ 1.4, 0.9, 1, 4, -5, -14, -4, 0.5, 3, 0.3, -11
CCCCn1c(=O)c(C(=O)Nc2ccccc2F)c(O)c2ccccc21
→ 0.6, 2.4, 1, 0, -3, -2, -1, 0.5, 11, -0.6, 0
O=C(Nc1ccccc1OC(=O)N1CCOCC1)N1CCOCC1
→ -1.1, 2.5, 3, 4, 2, -9, -13, -1.6, 0, -0.8, -12
COc1ccccc1CNCCc1ccc(F)cc1
→ 0.9, 1.1, 2, -2, -8, -24, -9, 1.7, 3, 2.2, -10
Cc1ccc(Cn2nc(C)c(C=O)c2Cl)cc1
→ -3.3, -0.5, -1, -3, 2, 2, 6, -0.8, -1, -0.6, 1
Cc1ccc(-n2c(C)cc(/C=C3\C(=O)NC(=O)N(C)C3=O)c2C)cc1C
→ -0.4, 3.0, 1, 4, -3, -7, 10, 4.2, -4, -2.5, -3
NC(Cc1nc2ccccc2[nH]1)c1ccc(Cl)cc1 (centres undefined)
→ 0.0, 4.0, -2, -5, 6, 12, 4, -0.8, -3, -2.1, 2
CC(C)(C)c1ccc(C(=O)C2CCCN(C3CCC3)C2)cc1 (centres undefined)
→ 1.1, 5.5, 1, -2, -26, 90, 2, 4.8, -4, 5.0, -9
O=C(Nc1ccc(Br)cc1)N1C[C@H]2C[C@@H](C1)c1cccc(=O)n1C2
→ -0.8, 1.0, -1, 1, -7, 0, 10, 6.9, -5, 1.5, -4
COc1ccc(OC)c(N2C(=O)CC(=O)NC2=O)c1
→ -1.8, 1.4, 0, -2, -5, -2, -8, 1.0, -2, 2.0, -9
C/C(CC(c1ccccc1)c1c(O)c2ccccc2oc1=O)=N\NC(N)=S (centres undefined)
→ 0.3, 1.0, 4, 2, -13, 4, -7, 4.8, 10, 0.9, -8
CN(Cc1ccccc1)C(=O)CN1CCCC1=O
→ 0.7, 0.4, -2, 0, 8, -10, -8, 3.0, -9, 4.0, -6
O=C(COC(=O)Cc1ccccc1)Nc1cc(S(=O)(=O)N2CCCCC2)ccc1Cl
→ -0.3, 1.5, 3, -6, -9, -8, -2, 1.2, 6, -1.4, -9
Cc1nc2cc(C(F)(F)F)ccc2n1C1CCN(Cc2nnnn2CCc2ccccc2)CC1
→ 1.5, 0.5, nt, -1, nt, 6, -3, -2.3, 21, 0.2, -2
COc1cc2ccc(=O)oc2c2ccoc12
→ 1.6, -0.5, 6, -2, -17, 19, -10, 3.5, -5, 0.0, -15
Cc1cc(C=C2C(=O)NC(=S)NC2=O)c(C)n1-c1ccc2c(c1)OCO2
→ 1.4, 3.2, 1, 13, -22, 7, -9, 0.6, -7, -1.0, -4
COC(=O)C1=C(c2ccccc2)C[C@@H]2CC[C@H]1N2C(=O)NC1CC1
→ 2.8, -0.8, 3, 1, -24, 12, 8, 3.0, 4, 1.4, -7
CC(=O)c1cn(CC(=O)NCCc2c[nH]c3ccccc23)c2ccccc12
→ -0.2, 2.7, 5, -11, -18, 503, 2, 9.0, -12, 4.5, 2
CN1C(=O)C(=Cc2ccc(N3CCOCC3)o2)C(=O)N(C)C1=O
→ 0.1, 0.9, -1, 2, -3, -3, 8, 5.5, -4, -0.9, 4
CCCCC(=O)N/N=C/c1c(O)n(-c2cccc3ccccc23)c(=O)[nH]c1=O
→ -0.5, -0.5, 0, 4, 14, 14, 4, 1.4, 5, -1.8, -5
CC(Cc1ccccc1)NC(=O)c1ccc(N)cc1 (centres undefined)
→ 2.9, 5.1, -1, 1, 4, 10, 11, 0.3, 5, 0.7, 0
COc1cc(/C=C/[N+](=O)[O-])ccc1O
→ 0.2, 2.2, -2, 3, 4, 58, -6, 4.5, -35, 2.9, 1
C[C@]12CCC3C(CC[C@H]4C[C@@H](O)CC[C@]34C)C1C/C(=N/O)[C@@H]2O (some centres undefined)
→ 0.1, 0.4, -1, 0, 5, 7, 1, -2.5, -7, -3.5, -3
